Screening data deposited in PubChem BioAssay by NMMLSC.
Myeloid diff 2: promotes myeloid progenitor differentiation | ER-HoxA9 myeloid progenitors, lysozyme-GFP differentiation, flow cytometry | calls only at 10 µM | 360,000 compounds, 1% hits | AID 624256;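 active = normalized GFP-positive differentiation at or above the plate's own cutoff, the solvent-only control mean plus 3 SD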;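 note: cells exposed to compound for four days before flow analysis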
Myeloid diff 2 GFP+ MAC1+ %: further read-out of Myeloid diff 2, marked with its call; GFP+ MAC1+ double positive, %; measured here: differentiation confirmed by MAC1 staining
Starred values were filed as active, the others as inactive; i = inactive.

SMILES | Myeloid diff 2 | Myeloid diff 2 GFP+ MAC1+ %
O=C(NN=Cc1ccccc1Cl)c1ccccc1 | i | 0.8
CC12CCC(=O)N1C(C(=O)NNC(=O)COc1cccc(C(F)(F)F)c1)CS2 (stereo not given) | i | 1.1
COc1ccc(CCNC(=O)COc2coc(CN3c4ccccc4CC3C)cc2=O)cc1OC (stereo not given) | i | 1.4
COc1ccc(NC(=O)c2cc(C3CCCCN3S(=O)(=O)c3cn(C)cn3)on2)c(C)c1 (stereo not given) | i | 1.5
CC(C)(C)C(=O)c1c(N)[nH]c(C(=O)c2ccccc2)c1-c1ccc(F)cc1 | i | 1.9
COc1ccc(CNC(=O)C(=O)NCC2CCCN2S(=O)(=O)c2cccs2)cc1 (stereo not given) | i | 0.2
CN(C)CCN1CCN(C2CN(Cc3cn(Cc4ccc(C(F)(F)F)cc4)nn3)S(=O)(=O)C2)CC1 (stereo not given) | i | 0.6
O=C(c1ccc(NS(=O)(=O)c2cccc([N+](=O)[O-])c2)cc1)N1CCN(C(=O)c2ccco2)CC1 | i | 0.9
CC(C)(C)OC(=O)NCCCCCNC(=O)c1[nH]cnc1C(=O)Nc1cc(Br)ccc1F | i | 1.6
COc1cccc(-c2nc(N3CCCCC3)c3ccccc3n2)c1O | i | 0.7
Clc1cccc(-c2nc3ccc(Cl)cn3c2Cc2ccccc2)c1 | i | 1.0
COc1ccc(OC)c(NC(=O)C2(C)CCN2CCOc2ccccc2)c1 (stereo not given) | i | 1.0
COc1ccccc1NC(=O)CSc1nc(=O)n(CCN(C)C)c2c1CCCC2 | i | 0.2
CCCCCCNC(=O)O[C@H]1Cn2c(=O)n(CCCCCC)c(=O)n2[C@@H]2CN(S(=O)(=O)c3ccc(C)cc3)C[C@]12O | i | 0.7
COCC(=O)N1C[C@H](C)[C@H](OC)CN(C)C(=O)c2cc(NC(=O)Nc3cccc(F)c3)ccc2OC[C@@H]1C | i | 0.3
CNC[C@H]1OCCCC[C@H](C)Oc2ccc(NC(=O)CCCN(C)C)cc2C(=O)N([C@H](C)CO)C[C@@H]1C | i | 1.2
Cc1cc(OC(=O)c2c(C)cc(O)cc2O)cc(O)c1C(=O)O | i | 2.1
Cc1cc(NC(=O)c2ccc(Cl)cc2Cl)n(-c2ccccc2)n1 | i | 2.0
CCCS(=O)(=O)NC(=O)C1(C)CCN(C(=O)c2cc(-c3cccs3)oc2C)C1 (stereo not given) | i | 1.6
CCOC(=O)[C@]12CCC=C1N(Cc1ccc(Cl)cc1Cl)C(=O)[C@H](CC(=O)N1CCN(C(=O)c3ccco3)CC1)C2 | i | 0.8
Cc1ccccc1CNC(=O)c1csc([C@@H]2C[C@H](O)[C@@H](CO)O2)n1 | i | 0.9
COc1ccc(OC)c(C(=O)COC(=O)CN2C(=O)NC3(CCCCC3C)C2=O)c1 (stereo not given) | i | 0.2
COc1ccc(C2=CC(=O)C[C@H](CN3C(=O)c4ccccc4C3=O)N(C(=O)OC(C)(C)C)O2)cc1 | i | 0.8
CCc1nc2c(OCc3ccc(Cl)cc3Cl)cccn2c1N(C)C(C)=O | i | 0.7
N#C/C(=C\c1ccccc1)C(=O)NNS(=O)(=O)c1ccc(Br)cc1 | i | 0.3
O=C(NCCS(=O)(=O)N1CCN(c2cccc(Cl)c2)CC1)C1CCCC1 | i | 1.6
Cc1c(CC(=O)N2CCC(O)CC2)c(=O)oc2cc3c(cc12)CCC1(CCCCC1)O3 | i | 0.7
NC(=O)c1ccc(NC(=O)C2CC(=O)N(c3ccc4c(c3)OCCO4)C2)cc1 (stereo not given) | i | 0.6
CC(C)CCNC(=O)C1(C)CCN1Cc1ccc2ccccc2c1 (stereo not given) | i | 1.3
O=C(NCc1nnnn1-c1ccc(F)cc1)c1ccc(S(=O)(=O)N2CCOCC2)cc1 | i | 0.7
CC(C)(C)NC(=O)C1C(c2ccc(C(F)(F)F)cc2)=Nc2ccccc2N1C(=O)c1cccc2ccccc12 (stereo not given) | i | 2.3
Cn1c(=O)c2[nH]c(CCCCCCCc3nc4ccccc4[nH]3)nc2n(C)c1=O | i | 0.5
Cc1cc(C)n(-c2nc3c(c(=O)n(C)c(=O)n3C)n2Cc2cccc(Br)c2)n1 | i | 0.7
O=C(/C=C/c1cc(Br)ccc1F)OCC(=O)N1CCCC1 | i | 0.4
CCN(CC)C(=O)Cn1cc(SCC(=O)NC2CCCCC2)c2ccccc21 | i | 2.6
O=c1ccc(S(=O)(=O)N2CCCC2)cn1Cc1ccc(Cl)cc1Cl | i | 0.5
Cc1c(CCNC=O)cc(C)c2c3c(oc12)CCCC3 | i | 1.1
Cc1c(Cl)cc(C(C)C)c(O)c1CN1CCOCC1 | i | 0.4
O=C(COc1ccc([N+](=O)[O-])cc1)NC(=O)NC1CCS(=O)(=O)C1 (stereo not given) | i | 0.5
CSc1ncccc1C(=O)N1CCCC(N2CCN(c3ccccc3C)CC2)C1 (stereo not given) | i | 0.3
CN1OC[C@@H]2CN(C(=O)c3cccnc3)[C@H](c3ccc(N4CCCCC4)cc3)C[C@@H]21 | i | 1.2
Cc1ccc(CNC(=O)COC(=O)CN2C(=O)C3CC=CCC3C2=O)cc1 (stereo not given) | i | 1.3
CSc1cnn(CCC#N)c(=O)n1 | i | 1.2
CC[C@]12c3[nH]c4cc(CCC(=O)N(C)C)ccc4c3CCN1C(=O)[C@@H](CC(=O)NCCC1=CCCCC1)C[C@@H]2C(=O)N1CCN(C(=O)C2CC2)CC1 | i | 0.3
CN(CC(=O)Nc1ccccc1C(F)(F)F)C(=O)C1=COCCO1 | i | 0.4
CCC(C)N(C(=O)Cn1nnc(-c2ccc(Cl)cc2)n1)C1CCS(=O)(=O)C1 (stereo not given) | i | 1.5
O=C(Nc1ccc(F)cc1)C(CCc1ccccc1)N1CCN(c2ccncc2)CC1 (stereo not given) | i | 1.8
Cc1cc(NS(=O)(=O)c2ccc(NC(=O)c3ccc(F)cc3)cc2)nc(C)n1 | i | 0.4
CCOC(=O)N(C)c1c(CC)nc2c(OCc3ccc(F)c(F)c3)cccn12 | i | 1.7
Cc1ccc(S(=O)(=O)NCCC(=O)N(C)Cc2cccs2)cc1 | i | 0.9
C[C@@H](C(=O)N1CCN(c2ccccc2)CC1)N1C(=O)C2CC=CCC2C1=O (stereo not given in full) | i | 0.6
O=C(Nc1ccc2c(c1)OCO2)c1cc(C2CCCCN2S(=O)(=O)Cc2ccccc2)on1 (stereo not given) | i | 1.7
CN(C(=O)COC(=O)c1ccc(=O)n(Cc2ccccc2)n1)C1CCCCC1 | i | 1.0
Cc1cc(C)c(C(O)c2ncc(-c3cccc4ccccc34)[nH]2)c(C)c1 (stereo not given) | i | 0.7
Cc1ccc(-c2csc(SCC(=O)c3c(N)n(C4CC4)c(=O)[nH]c3=O)n2)cc1 | i | 0.3
O=C(c1ccc([N+](=O)[O-])cc1[N+](=O)[O-])N1CCN(C(=O)C2CCCO2)CC1 (stereo not given) | i | 0.8
CCCCCCN1C[C@H](n2cc(C3CC3)nn2)[C@@H](O)C[C@@H]1c1ccc(OC)cc1 | i | 1.6
Cc1n[nH]c(=O)c2c(NC(=O)CSc3nnc(C4CC4)n3C)oc(C)c12 | i | 0.4
C[C@H]1CN(S(=O)C(C)(C)C)[C@@H](CCO)/C1=C\c1ccccc1 (stereo not given in full) | i | 0.1
CC(OC(=O)c1ccc(F)c(S(=O)(=O)N2CCOCC2)c1)C(=O)NC1CCCC1 (stereo not given) | i | 0.2

Of the compounds above, five have a tert-butyl group:
SMILES | Myeloid diff 2 | Myeloid diff 2 GFP+ MAC1+ %
CC(C)(C)C(=O)c1c(N)[nH]c(C(=O)c2ccccc2)c1-c1ccc(F)cc1 | i | 1.9
CC(C)(C)OC(=O)NCCCCCNC(=O)c1[nH]cnc1C(=O)Nc1cc(Br)ccc1F | i | 1.6
COc1ccc(C2=CC(=O)C[C@H](CN3C(=O)c4ccccc4C3=O)N(C(=O)OC(C)(C)C)O2)cc1 | i | 0.8
CC(C)(C)NC(=O)C1C(c2ccc(C(F)(F)F)cc2)=Nc2ccccc2N1C(=O)c1cccc2ccccc12 (stereo not given) | i | 2.3
C[C@H]1CN(S(=O)C(C)(C)C)[C@@H](CCO)/C1=C\c1ccccc1 (stereo not given in full) | i | 0.1

(listing goes on)
SMILES | Myeloid diff 2 | Myeloid diff 2 GFP+ MAC1+ %
Cc1cnc(CN(C)C(=O)C2CCC(=O)N(CCc3ccc(Cl)cc3)C2)[nH]1 (stereo not given) | i | 0.8
CCOc1ccc(S(=O)(=O)N2CCN(C(=O)C3CCC3)CC2)cc1 | i | 1.1
Cc1ccc(F)c(S(=O)(=O)NC(=O)C2(C)CCN2C(=O)Cc2ccccc2Cl)c1 (stereo not given) | i | 0.7
Cc1ccc(OCCC(=O)N(CC(=O)Nc2ccccc2C(F)(F)F)Cc2ccco2)cc1 | i | 0.2
CC(=O)Nc1ccc(NC(=O)C(C)OC(=O)C2CC(=O)N(CCc3ccccc3)C2)cc1 (stereo not given) | i | 0.6
Cc1ccc(S(=O)(=O)N2CCOCC2)cc1NC(=O)CNC(C)c1ccccc1 (stereo not given) | i | 1.5
O=C(CCCC(=O)c1ccc(O)cc1)c1ccc(O)cc1 | i | 1.7
CCOc1ccc(NS(=O)(=O)c2ccc(C(=O)N3CC(C)OC(C)C3)cc2)cc1 (stereo not given) | i | 0.6
NC(=O)c1cc(S(=O)(=O)N2CCCC2)ccc1OCCOc1ccccc1F | i | 0.5
NC(=O)NC(CC(=O)OCC(=O)Nc1nnc(-c2ccccc2)o1)c1ccc(Cl)cc1 (stereo not given) | i | 1.4
O=C(NCCc1ccccc1)c1cccc(NC(=O)C2CCCC2)c1 | i | 1.4
OC[C@H]1O[C@@H](c2nc(-c3nc(-c4ccc(F)cc4)no3)cs2)[C@H](O)[C@@H](O)[C@H]1O | i | 0.6

Five consecutive compounds already listed, quoted:
SMILES | Myeloid diff 2 | Myeloid diff 2 GFP+ MAC1+ %
CCOc1ccc(S(=O)(=O)N2CCN(C(=O)C3CCC3)CC2)cc1 | i | 1.1
Cc1ccc(F)c(S(=O)(=O)NC(=O)C2(C)CCN2C(=O)Cc2ccccc2Cl)c1 (stereo not given) | i | 0.7
Cc1ccc(OCCC(=O)N(CC(=O)Nc2ccccc2C(F)(F)F)Cc2ccco2)cc1 | i | 0.2
CC(=O)Nc1ccc(NC(=O)C(C)OC(=O)C2CC(=O)N(CCc3ccccc3)C2)cc1 (stereo not given) | i | 0.6
Cc1ccc(S(=O)(=O)N2CCOCC2)cc1NC(=O)CNC(C)c1ccccc1 (stereo not given) | i | 1.5

Next section.
SMILES | Myeloid diff 2 | Myeloid diff 2 GFP+ MAC1+ %
Cc1cc(OCCCC(=O)Nc2cc(S(=O)(=O)N3CCOCC3)ccc2N2CCOCC2)ccc1Cl | i | 2.3
O=C(CC1CC1)Nc1ccc2c(c1)[C@H]1C[C@H](CC(=O)N3CCc4ccccc4C3)O[C@@H](CO)[C@H]1O2 | i | 1.4
CC1(C(=O)NCc2ccccc2)CN(S(C)(=O)=O)CC(=O)N1CCc1ccc(O)cc1 (stereo not given) | i | 2.8
CCC(c1nnnn1Cc1ccccc1)N1CCN(C/C=C/c2ccccc2)CC1 (stereo not given) | i | 0.5
CCC(=O)N1CCc2cc(Br)c(S(=O)(=O)CCC(=O)NCCc3ccccc3)cc21 | i | 0.5
O=C(O)c1cccc(O)c1O | i | 1.3
Cc1ccc([C@H]2C[C@@H](n3cc(-c4ccc(F)cc4)nn3)[C@H](O)CN2Cc2cccs2)cc1 | i | 0.5
O=C(NC1C/C=C\C(c2ccccc2)N(c2ccccc2)C(=O)C1)OCC1c2ccccc2-c2ccccc21 (stereo not given) | i | 0.6
Nc1c(Cl)cc(-c2csc(N3CCCC3c3nc4cc(Cl)c(N5CCCCC5)cc4n3CCCO)n2)cc1Cl (stereo not given) | i | 1.0
Cc1cccc(NC(=O)c2cccc(S(=O)(=O)N(C)c3ccccc3)c2)n1 | i | 0.8
COc1ccc(N2CCN(C(=O)C(=O)c3ccc(F)cc3)CC2)cc1 | i | 3.1
O=C1[C@H]2[C@@H](c3ccccc3)N[C@]3(CCCN(Cc4ccc(Cl)cc4)C3=O)[C@H]2C(=O)N1Cc1ccccc1 | i | 0.6

Some values from above:
Myeloid diff 2 GFP+ MAC1+ %, Cc1ccc([C@H]2C[C@@H](n3cc(-c4ccc(F)cc4)nn3)[C@H](O)CN2Cc2cccs2)cc1 → 0.5
Myeloid diff 2 GFP+ MAC1+ %, CC1(C(=O)NCc2ccccc2)CN(S(C)(=O)=O)CC(=O)N1CCc1ccc(O)cc1 (stereo not given) → 2.8
Myeloid diff 2 GFP+ MAC1+ %, O=C(NC1C/C=C\C(c2ccccc2)N(c2ccccc2)C(=O)C1)OCC1c2ccccc2-c2ccccc21 (stereo not given) → 0.6

Next section:
SMILES | Myeloid diff 2 | Myeloid diff 2 GFP+ MAC1+ %
COc1ccc(C(=O)NCC(C)(C)CNC(=O)c2ccc(OC)cc2)cc1 | i | 0.4
Cc1ccc(-c2cc(C(=O)N(C)CC(=O)Nc3ccccc3Br)c3ccccc3n2)o1 | i | 0.7
COc1cccc(-c2cnc(C(O)c3cc(C)c(OC)c(C)c3)[nH]2)c1 (stereo not given) | i | 0.2
Cn1c(Cc2ccccc2)nc(=O)c2ccccc21 | i | 1.6
O=C(CN1C(=O)NC2(CCCC2)C1=O)N1CCN(c2ccccc2O)CC1 | i | 0.4
COc1ccc(C2=Nc3ccccc3N(C(=O)c3ccc4c(c3)OCO4)C2C(=O)Nc2c(C)cccc2C)cc1 (stereo not given) | i | 3.7
COc1ccc(-c2ccc(-c3cc(=O)oc4cc(OC)c(OC)c(OC)c34)cc2)cc1F | i | 0.4
CCOc1ccc(NC(=O)COc2ccc(S(=O)(=O)N3CCOCC3)cc2)cc1 | i | 1.3
Cc1c(C(=O)Nc2ccc3c(c2)OCCO3)oc2ccc(Br)cc12 | i | 0.1
O=C(COC(=O)c1ccco1)NCC1CCCCC1 | i | 0.5
O=C(COC(=O)Cc1ccc(S(=O)(=O)N2CCOCC2)s1)Nc1ccc([N+](=O)[O-])cc1 | i | 1.0
Cc1ccc(S(=O)(=O)N2CCCCC2)cc1NC(=O)COC(=O)c1ccc(=O)[nH]c1 | i | 0.2
COc1ccc(CNC(=O)C2Cc3c(-c4ccccc4)ccnc3O2)cc1OC (stereo not given) | i | 0.8
O=C1c2ccccc2C(c2nc3ccccc3[nH]2)N1Cc1ccco1 (stereo not given) | i | 1.3

This is a subset; the hit share may differ from the screen's.
